From PubChem BioAssay
Arr AP2 block: inhibitors of beta-arrestin/AP2 binding, primary screen, biochemical, GPCR trafficking, flow cytometry; 340,000 tested, 0.31% active; inhibition, % at 10 µM; beta-arrestin 1 C-terminal peptide binding to AP2 beta2-adaptin appendage (human); FITC-arrestin peptide / GST-AP2 beads; AP2 beta2 appendage carries R879A mutation;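 active means inhibition above a set limit, near 3 SD of compounds lacking own fluorescence, cut at about 54% in these data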;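 further: plate controls were DMSO wells for no effect and 5 µM unlabelled arrestin peptide for full effect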
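System: GST-AP2 R879A glutathione beads. Medium: PBS with 0.05% Tween 20 and 0.1% BSA. Also added: FITC-arrestin peptide, 50 nM. Incubation: 12 min plus 1 h, RT. Measured by: high-throughput flow cytometry of beads, ex 488, em 535 nm. Evaluation: percent drop in bead-associated FITC signal.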
C-LANA FP: inhibitors of KSHV C-LANA binding to DNA, primary screen, biochemical, fluorescence polarization, FAM-LBS DNA, MBP-C-LANA, single point | Kaposi's sarcoma herpesvirus LANA C-terminal domain (residues 932-1162) DNA binding | inhibition, % at 9 µM | 340,000 tested, 0.078% active | AID 504423, 2011;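 active means highest replicate inhibition at or above 60% at 9 µM, even if other replicates fall short; inactive means all replicates below 60% inhibition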;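 further: 0% = neutral control wells and 100% = 4 µM acridine orange control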
NSD2 inh: NSD2 histone methyltransferase inhibitors, primary screen, biochemical, AlphaScreen, single concentration, set 2; Histone-lysine N-methyltransferase NSD2 (Homo sapiens), O96028; NSD2 peptide methylation, 120 min; inhibition, % at 12.5 µM; 310,000 tested, 0.54% active; AID 743445, 2014; in the data active means inhibition above about 50%
Target sequence (O96028 whole entry, looked up): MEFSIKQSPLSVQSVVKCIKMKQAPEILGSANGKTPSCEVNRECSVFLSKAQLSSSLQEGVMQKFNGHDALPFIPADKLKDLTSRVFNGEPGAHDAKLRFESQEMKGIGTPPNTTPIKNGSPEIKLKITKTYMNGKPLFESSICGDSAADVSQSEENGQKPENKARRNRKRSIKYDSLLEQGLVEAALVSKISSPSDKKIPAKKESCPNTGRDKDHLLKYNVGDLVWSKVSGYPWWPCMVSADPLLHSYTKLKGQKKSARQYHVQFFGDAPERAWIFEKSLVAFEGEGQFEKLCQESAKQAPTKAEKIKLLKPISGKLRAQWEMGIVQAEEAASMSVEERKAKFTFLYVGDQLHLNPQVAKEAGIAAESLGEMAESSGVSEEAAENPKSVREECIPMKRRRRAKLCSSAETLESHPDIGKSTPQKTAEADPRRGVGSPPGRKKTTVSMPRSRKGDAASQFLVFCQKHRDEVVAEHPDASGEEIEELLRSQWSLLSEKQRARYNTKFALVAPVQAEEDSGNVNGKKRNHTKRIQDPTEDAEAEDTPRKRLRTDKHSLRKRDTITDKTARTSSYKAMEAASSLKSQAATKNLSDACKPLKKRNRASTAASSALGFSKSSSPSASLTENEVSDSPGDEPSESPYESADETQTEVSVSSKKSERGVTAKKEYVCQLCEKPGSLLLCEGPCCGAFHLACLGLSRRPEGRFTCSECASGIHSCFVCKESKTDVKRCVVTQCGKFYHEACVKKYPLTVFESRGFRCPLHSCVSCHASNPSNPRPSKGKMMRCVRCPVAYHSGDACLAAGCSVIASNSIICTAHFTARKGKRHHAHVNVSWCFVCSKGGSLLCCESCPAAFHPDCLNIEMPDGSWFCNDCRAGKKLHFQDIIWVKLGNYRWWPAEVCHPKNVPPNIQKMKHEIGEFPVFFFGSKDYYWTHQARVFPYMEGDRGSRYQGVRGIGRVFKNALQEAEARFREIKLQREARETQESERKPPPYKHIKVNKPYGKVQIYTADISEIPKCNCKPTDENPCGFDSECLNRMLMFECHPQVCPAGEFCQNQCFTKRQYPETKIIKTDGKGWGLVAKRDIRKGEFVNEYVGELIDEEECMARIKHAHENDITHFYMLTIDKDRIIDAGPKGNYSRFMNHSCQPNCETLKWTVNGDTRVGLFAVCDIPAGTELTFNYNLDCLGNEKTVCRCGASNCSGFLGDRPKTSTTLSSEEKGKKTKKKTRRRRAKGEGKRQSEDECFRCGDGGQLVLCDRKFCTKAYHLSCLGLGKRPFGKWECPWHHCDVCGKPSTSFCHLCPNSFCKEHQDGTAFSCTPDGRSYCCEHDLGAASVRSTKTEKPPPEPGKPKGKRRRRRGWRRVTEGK
V-ATPase pHluor: regulators of yeast V-ATPase proton pumping, primary screen, pHLuorin cytosolic pH fluorescence; response, % at 10 µM; 350,000 tested, 0.37% active; S. cerevisiae; in the data active means response mostly above about 7.3%, no sharp cut-off; inactive means mostly below about 5.4%; further: actives read high; inactives centre near 0; some compounds called inactive have numbers as strong as hits
Keap1 Nrf2 FP: Keap1-Nrf2 protein-protein interaction inhibitors, primary screen, biochemical, fluorescence polarization, single point. Kelch-like ECH-associated protein 1 (Homo sapiens), Q14145. Keap1 Kelch-Nrf2 peptide fluorescence polarization, 1536-well. inhibition, % at 9.4 µM. 340,000 tested, 0.15% active; in the data active means inhibition above about 12%;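 further: human Keap1 Kelch domain with fluorescein labeled Nrf2 9mer peptide probe; 0% = neutral control wells and 100% = peptide positive control; higher means more block of Keap1 binding to Nrf2 peptide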
DSG3 Ab inh: inhibitors of pemphigus antibody binding to DSG3, primary screen, biochemical, bead-based, flow cytometry, scFv-GFP; Desmoglein-3 (Homo sapiens), P32926; DSG3-coupled beads, scFv-anti-DSG3-GFP binding; hits give low values; binding (percent of control), % at 10 µM; 310,000 tested, 0.48% active;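 active means binding more than 3 SD below its plate's average and above zero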;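 further: hits lower antibody fragment binding to DSG3; some compounds called inactive have numbers as strong as hits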
Cardiac RTF inh: cardiac RTF calcium sensitivity inhibitors, primary screen, biochemical, IANBD-TnC fluorescence, EC70 calcium. inhibition, % at 7.15 µM. 340,000 tested, 0.12% active. IANBD-labeled cardiac RTF, Ca2+ fluorescence. Troponin I, cardiac muscle (Homo sapiens) + Troponin T, cardiac muscle (Homo sapiens) + …;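 active means inhibition above the mean inhibition of all tested compounds plus 3 SD, cut at about 17% in these data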;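 further: assay run at fixed EC70 calcium of 1.6 mM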
CAL PDZ FP-1: CAL PDZ peptide-binding inhibitors, primary screen, biochemical, fluorescence polarization, Cer-tagged CAL PDZ, HTS. Golgi-associated PDZ and coiled-coil motif-containing protein (Homo sapiens), Q9HD26. purified CAL PDZ, TMR-peptide fluorescence polarization, 1 h. inhibition, % at 20 µM. 330,000 tested, 0.02% active. AID 504414, 2011;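 active means highest replicate inhibition of at least 40%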;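 further: plate controls were DMSO neutral control wells for no effect and unlabeled competitor peptide control wells for full effect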
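Material: tagged CAL PDZ protein CerCALP, purified; buffer or medium: sodium phosphate/NaCl buffer pH 7.4 with TCEP, IgG, Thesit; also added: fluorescent TMR peptide probe; schedule: 1 h incubation at room temperature before polarization reading; technique: fluorescence polarization from S- and P-plane intensities, G-factor corrected; control set: unlabelled peptide and DMSO controls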
DAGLB inhibitor: DAGLB lipase inhibitors, primary screen, biochemical, fluorescence, HTS; HEK293T DAGLB membrane lysate, EnzChek fluorogenic substrate; inhibition, % at 5.17 µM; 340,000 tested, 0.059% active; in the data active means inhibition above about 34%;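 further: 0% = enzyme with vehicle and 100% = wells lacking enzyme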
CAL PDZ FP-2: untagged CAL PDZ binding inhibitors, primary screen, biochemical, fluorescence polarization, HTS | Golgi-associated PDZ and coiled-coil motif-containing protein (Homo sapiens), Q9HD26 | purified CAL PDZ, TMR-peptide fluorescence polarization, 1 h | inhibition, % at 24.9 µM | 300,000 tested, 0.92% active | AID 602252, 2012;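 active means mean inhibition of at least 30% with at least half of replicates also reaching 30%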;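 further: 0% = DMSO neutral control and 100% = excess unlabeled competitor peptide PRC23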
Starred values were filed as active, the others as inactive; · = no result given.

SMILES	Arr AP2 block	C-LANA FP	NSD2 inh	V-ATPase pHluor	Keap1 Nrf2 FP	DSG3 Ab inh	Cardiac RTF inh	CAL PDZ FP-1	DAGLB inhibitor	CAL PDZ FP-2
CCN1CCN(S(=O)(=O)c2ccc(S(=O)(=O)NCC3CCCO3)cc2)CC1 (stereo not given)	-7	-0.5	0	2	1	102	9	-1.3	0	-2
CCN(CC(=O)Nc1ccc(N2CCOCC2)cc1)CC(=O)NC(C)(C)C	-9	-0.3	0	8	-3	84	8	-1.8	2	-3
CC1(/[N+]([O-])=C/c2ccccc2F)CCCCC1=O (stereo not given)	1	0.0	-2	0	1	98	-12	-0.2	0	1
CC1CCCC(NC(=O)c2ccc3c(c2)N(Cc2ccccc2)C(=O)CS3=O)C1C (stereo not given)	4	1.1	·	-1	-4	104	-10	-1.3	-4	·
O=C(Nc1ccccc1C(=O)Nc1ccccn1)c1ccccc1F	10	0.7	-1	-4	4	103	-8	-1.1	-6	·
O=S(=O)(NCCCCCNS(=O)(=O)c1c(F)cccc1F)c1ccc2c(c1)OCCO2	-4	-0.1	·	-3	-2	109	-1	-0.4	0	0
O=C(NN=C(c1ccccc1)c1ccccc1)C(CCl)C1CCCCC1 (stereo not given)	20	1.1	·	0	-1	103	-16	0.2	-4	-5
O=C(Nc1ccc(CN2CCOCC2)cc1)c1ccc(-c2ccc(Br)cc2)o1	-4	2.0	-5	1	-4	109	-2	-3.0	0	-1
O=C(N/N=C/C(Cl)=C\c1ccccc1)c1cccs1	16	1.6	-4	2	-4	109	-6	0.1	0	·
CCC(C(=O)NC1CCCC1)N(C(=O)Cn1nnc(-c2ccc(C)o2)n1)c1ccc(OC)cc1 (stereo not given)	27	-0.3	0	-2	-5	110	8	-0.4	-2	-6
Nc1ccc2ncccc2c1	13	-0.7	0	0	-1	97	-3	-1.3	0	·
N#Cc1ccc(OCC(=O)N2CCc3ccccc32)cc1	26	-0.2	-4	4	1	99	3	-0.3	-3	·
O=C(Cn1c(=O)oc2cc(S(=O)(=O)N3CCCCC3)ccc21)N1CCCCC1	0	2.4	-1	-2	2	108	-11	-1.7	0	-8
O=C(CN1CCOCC1)Nc1c(-c2ccccc2)c2cc(Br)ccc2[nH]c1=O	-3	-0.9	0	1	-3	123	1	-3.8	0	-7
Cc1c(C(=O)NCCCN2CCOCC2)oc2ccc(S(=O)(=O)N3CCOCC3)cc12	14	-0.8	-1	0	-1	97	-2	0.2	-1	-1
CN(C)S(=O)(=O)c1ccc(S(=O)(=O)N2CCN(CCC#N)CC2)cc1	12	8.1	·	0	1	106	1	-0.3	-5	·
O=C(NCC1CCCCC1)c1ccc(Cl)nc1	25	-0.9	-3	-2	-3	·	3	-1.9	-3	-4
C[C@@H]1CC[C@]2(C(=O)O[C@@H]3O[C@H](CO)[C@@H](O)[C@H](O)[C@H]3O)CC[C@]3(C)C(=CCC4[C@@]5(C)CC[C@H](O[C@@H]6OC[C@H](O)[C@H](O[C@@H]7O[C@H](CO)[C@@H](O)[C@H](O)[C@H]7O)[C@H]6O)C(C)(C)C5CC[C@]43C)C2[C@]1(C)O (stereo not given in full)	26	0.5	·	-2	-4	102	-1	-0.4	-1	-3
Cc1cc(C)n(/N=C/c2cc([N+](=O)[O-])ccc2O)c(=O)c1	-1	0.1	-5	-4	-3	101	-1	0.0	7	-7
Cc1cc(O)cc2c1C(c1ccc(F)cc1)CC1(CC(C)(C)NC(=S)N1)O2 (stereo not given)	-16	2.2	-1	0	0	101	-4	-2.7	-1	-1
COc1ccc2c(c1)[C@H]1[C@H](CO2)[C@H](c2ccccc2)[C@]2(C)C(=O)Nc3ccc(F)cc3C(=O)N12	-3	-0.6	·	5	0	·	-6	-1.4	0	-2
CCNc1ccc(C2(O)C(=O)c3ccccc3C2=O)cc1	-3	-1.6	-2	0	-2	106	-10	-2.4	0	0
CSc1ccc(S(=O)(=O)NCC(=O)OC(C)C(=O)NCc2ccccc2)cc1[N+](=O)[O-] (stereo not given)	-1	-0.4	0	-6	4	123	6	0.7	-2	-8
COc1ccccc1NS(=O)(=O)c1cc(NC(=O)CCNC(C)=O)ccc1N1CCCCC1	-8	-0.4	1	0	-2	103	-3	-3.2	0	-6
CCOc1ccc(OCc2ccc(C(=O)N3CCc4ccccc4C3)o2)cc1	26	1.6	-3	-2	-2	104	0	-2.7	-8	-2
CCCN(CC(=O)Nc1ccc(Cl)cc1Cl)C(=O)/C=C/c1ccco1	-1	1.0	-3	0	-6	94	4	-1.2	-3	-4
C/C(O)=C(/C#N)c1nc2ccccc2[nH]1	27	-2.0	-1	-6	3	115	-5	1.1	-2	1
CC(=O)c1cc2c(cc1NC(=O)C1CN(C(C)=O)c3ccccc3O1)OCO2 (stereo not given)	0	-0.4	0	-2	-3	101	1	-0.8	-7	1
Cc1ccc(C(=O)N/N=C/c2ccc(S(=O)(=O)O)o2)c(Cl)c1	-2	-1.2	1	1	-4	107	-1	0.1	0	1
COc1ccc(CN(C)CC(=O)Nc2ccc(SC(F)F)cc2)cc1OC	39	-0.8	-4	1	2	106	20*	-1.1	-1	·
O=C1C(=O)N(CCO)C(c2ccccc2)/C1=C(\O)c1ccccc1 (stereo not given)	7	0.5	·	-2	2	103	-3	0.8	-1	-4
CCCc1cc(C(=O)N2CCCC(C(=O)c3cccc4ccccc34)C2)n(C)n1 (stereo not given)	3	-1.1	-1	-3	-4	100	-3	-1.5	-1	4
CN(CC(=O)Nc1ccccc1C(F)(F)F)C(=O)CSCc1ccccc1	27	0.6	1	-5	3	100	-3	-2.1	-2	-2
Cc1ccc(N2CCN(C(=S)c3ccc(-c4ccccc4[N+](=O)[O-])o3)CC2)cc1	10	2.4	0	5	-9	107	1	-0.1	8	·
COc1cc(OC)cc(C(=O)N[C@H](C(=O)OCn2nnc3ccccc3c2=O)C(C)C)c1	1	-0.5	·	-4	-7	·	-3	-1.0	-3	-9
COc1ccc(OC)c(/C=N/NC(=O)CCCC(=O)Nc2cccc(Br)c2)c1	9	-0.6	-3	-2	0	102	0	-1.6	1	-1
CCOC(=O)C1=C(C)N(C)C(=O)C1CC(=O)O (stereo not given)	23	0.1	1	-7	4	96	-5	-1.2	0	-4
Cc1cccc2cc(CN(Cc3nnnn3C3CCCCC3)C3CCCC3)c3nnnn3c12	-4	0.0	-5	1	-3	108	-22	-0.4	-1	-1
Cc1ccc2n(n1)c(=O)c(Cc1ccccc1)c([O-])[n+]2-c1ccccc1	6	-1.5	0	-1	0	88	-2	-2.7	-1	-5
COc1ccc(NC(=O)CN(C)C(=O)Cc2c[nH]c3ccccc23)cc1	-11	-1.9	0	0	-1	100	0	-2.2	1	7
COc1cc(C(c2c(C)[nH][nH]c2=O)c2c(C)[nH][nH]c2=O)cc(OC)c1OC	7	0.2	3	-3	1	97	-4	-1.6	0	-3
Cc1csc2nc(CNC(=O)CCC(=O)O)cn12	-5	-1.0	·	-2	-1	97	-2	0.1	-1	·
Nc1c(Cl)c(Cl)nc(C(=O)OCC(=O)NCc2ccccc2)c1Cl	-2	0.9	-1	1	-3	98	-3	-0.9	-2	-3
C=CCc1c(C)nc(-c2ccccc2)nc1N/N=C/c1ccncc1	-23	0.0	1	1	-3	98	-9	-16	-1	1
COc1ccc(NC(=O)C2CCC(CNc3c(N4CCOCC4)c(=O)c3=O)CC2)cc1Cl (stereo not given)	-1	2.1	34	1	4	97	8	-1.9	2	0
O=C(Nc1ccccc1C(=O)N1CCOCC1)C1CC(=O)N(C2CCCC2)C1 (stereo not given)	21	0.0	-4	1	-2	94	3	-0.5	0	·
O=C(C1CCCO1)N1CCN(C(=O)C23CC4CC(CC(C4)C2)C3)CC1 (stereo not given)	·	·	1	0	·	101	·	·	-1	·
Cc1ccc(C(=O)N2CCCC(C(=O)Nc3cccc(-c4ccc(F)cc4)c3)C2)cn1 (stereo not given)	8	0.1	1	-1	-4	106	2	-1.3	3	2
Cn1cc(SCC(=O)NCC2CCCO2)c2ccccc21 (stereo not given)	-8	-0.6	·	0	-9	108	-8	-0.7	1	18
O=S(=O)(c1ccc(Br)cc1Cl)N1CCCN(c2ccc(C(F)(F)F)cn2)CC1	-8	-0.9	-2	-1	-3	120	-8	-0.2	-7	-10
COc1ccc(CC(NC(C)=O)C(=O)NC2CCN(C(=O)Nc3ccccc3C)CC2)cc1OC (stereo not given)	-12	0.7	0	2	-2	115	-31	-8.1	0	·
C=CCNC(=O)CC(=O)N/N=C/c1ccc(F)cc1	6	0.1	-4	-2	-4	100	14	-2.0	0	-2
Cc1nn(Cc2c(F)cccc2Cl)c(C)c1[N+](=O)[O-]	2	-0.6	-2	2	-3	·	·	-1.7	·	-1
CC1CCCCC1NC(=O)COC(=O)COc1ccccc1Cl (stereo not given)	-11	-0.9	-4	0	-7	105	-3	-0.1	-2	0
COc1ncccc1C(=O)N1CCCC(C(=O)c2cc(F)ccc2F)C1 (stereo not given)	-4	2.3	-6	-3	0	83	1	-0.7	-2	-5

4 entries drawn at random from the list so far:
SMILES	Arr AP2 block	C-LANA FP	NSD2 inh	V-ATPase pHluor	Keap1 Nrf2 FP	DSG3 Ab inh	Cardiac RTF inh	CAL PDZ FP-1	DAGLB inhibitor	CAL PDZ FP-2
CC1CCCCC1NC(=O)COC(=O)COc1ccccc1Cl (stereo not given)	-11	-0.9	-4	0	-7	105	-3	-0.1	-2	0
Cn1cc(SCC(=O)NCC2CCCO2)c2ccccc21 (stereo not given)	-8	-0.6	·	0	-9	108	-8	-0.7	1	18
Cc1csc2nc(CNC(=O)CCC(=O)O)cn12	-5	-1.0	·	-2	-1	97	-2	0.1	-1	·
O=C(Nc1ccccc1C(=O)N1CCOCC1)C1CC(=O)N(C2CCCC2)C1 (stereo not given)	21	0.0	-4	1	-2	94	3	-0.5	0	·

Some of the compounds tested, so the mix of outcomes need not match the whole.
